AmpC inh det = inhibitors of E. coli AmpC beta-lactamase with detergent. purified AmpC, nitrocefin hydrolysis with detergent. Potency, µM (top dose mostly 28.7 µM), inactives show at the top dose activity change, negative = inhibition. 71,000 compounds, 0.09% hits; active = well fitted curve in the direction sought with a large enough effect; inconclusive = small, poorly fitted or top-dose-only effect
Target sequence (P00811 whole entry, looked up): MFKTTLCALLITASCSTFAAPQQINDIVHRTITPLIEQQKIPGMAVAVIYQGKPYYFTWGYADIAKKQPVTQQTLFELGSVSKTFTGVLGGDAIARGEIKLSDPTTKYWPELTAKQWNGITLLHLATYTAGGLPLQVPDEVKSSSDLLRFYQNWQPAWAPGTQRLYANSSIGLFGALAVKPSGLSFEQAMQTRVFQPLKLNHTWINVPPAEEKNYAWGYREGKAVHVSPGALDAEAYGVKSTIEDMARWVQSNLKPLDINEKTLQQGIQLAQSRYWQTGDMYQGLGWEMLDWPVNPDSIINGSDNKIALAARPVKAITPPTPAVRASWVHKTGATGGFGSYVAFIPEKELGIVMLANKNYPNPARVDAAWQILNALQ
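E. coli AmpC (5.3 nM) in 20 mM phosphate pH 7.0 with 0.01% Triton X-100, preincubated 15 min RT with compound; nitrocefin (2 uL of 800 uM stock) hydrolysis followed by 480 nm absorbance every 20 s over 4 min.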
An asterisk follows results filed as active; ? = inconclusive; & = joins results of further samples; [ ] = another dose, or the depositor's remark. % is scaled to controls: 0 for no effect and ±100 for the full control effect; potency is read from the fitted curve at half-maximal effect. A portion of the library. The share of hits here may be higher or lower than overall.

Structure | AmpC inh det
CCOC(=O)C1CCc2nc3ccccc3c(=O)n21 (stereo not given) | -2.3%
CCOC(=O)c1cccc(NC(=O)c2cccs2)c1 | 1.8%
COc1ccc(OC)c(N=Cc2c(O)[nH]c3ccccc23)c1 | 9.2%
Cc1csc(NC(=O)C2CCCO2)n1 (stereo not given) | -2.2%
COCCN1C(=O)c2oc3cc(C)c(C)cc3c(=O)c2C1c1cccc(O)c1 (stereo not given) | -3.2%
Nc1ncnc2c1ncn2CCCCC(=O)O | -2.5%[5.75 µM]
C=CCn1c(SCc2nc3ccccc3nc2C)nnc1-c1ccoc1C | -1.1%
COc1ccc(Cl)cc1N1C(=O)[C@@H]2C(c3cccc(OC)c3OC)=NO[C@@H]2C1=O | -1.8%
COc1ccc(CNC(=O)c2cc3c(=O)n4ccccc4nc3n(Cc3cccnc3)c2=N)cc1 | 1.6%
NS(=O)(=O)c1ccc(NCc2cnc3ccccc3c2)cc1 | -4.2%[5.75 µM]
CC(C)(C)c1cc(NC(=O)C2CCCO2)no1 (stereo not given) | -4.0%
Nc1ccccc1C#Cc1ccccc1 | 0.8%
CS(=O)(=O)Nc1ccccc1C(=O)N1CCCC1 | -4.3%
COc1cc(OC)c2c(C)c(Cl)c(=O)oc2c1 | 22.0%
CN1CCC[C@@H]1c1cccnc1 | -2.8%
COC(=O)[C@@]1(Cc2ccc(F)cc2)[C@H]2c3cc(C(=O)N4CCCC4)n(CCc4c[nH]c5cc(F)ccc45)c3C[C@H]2CN1C(=O)c1ccccc1 | 2.6%
Cc1ccc(/C(O)=C2\C(=O)C(=O)N(c3cc(C)on3)C2c2cccc(Br)c2)cc1 (stereo not given) | -1.8%
CCOC(=O)N1CCN(c2nc(-c3ccc(F)cc3)cs2)CC1 | -7.6%
CCN(CC)C(=O)Cn1nnc(-c2ccc(C)o2)n1 | 9.6%
COc1cc(N2C(=O)NC3CC2(C)Oc2ccc(Br)cc23)cc(OC)c1OC (stereo not given) | 0.5%
COc1cc2c(cc1OC)C(C(=O)NCc1ccco1)C(c1cccs1)N(C)C2=O (stereo not given) | 6.7%
CCCC12CN(C(=O)c3ccc(OC)cc3)CC(C)(CN(C(=O)c3ccc(OC)cc3)C1)C2=O | ?
CC(C)N(Cc1nc(-c2ccccc2)no1)C(=O)CSc1ccccc1 | -1.5%
COc1ccc(OCCC(=O)Nc2cc(C)on2)cc1 | -3.1%
COc1ccc(-c2coc3c(CN4CCCCC4)c(O)c(CN4CCCCC4)c(O)c3c2=O)cc1 | 1.5%
COc1ccc2[nH]cc(CCNc3ncncc3-c3ccccc3CN(C)C)c2c1 | 11.3%
O=S(=O)(c1cccc(-c2cn3cccnc3n2)c1)N1CCCCCC1 | -5.6%
COC(=O)c1ccc(CSc2nc3c(cnn3-c3ccc(C)c(C)c3)c(=O)[nH]2)o1 | 1.5%
Cc1ccccc1Nc1nc(CSc2nnc(-c3ccoc3C)n2C)cs1 | -1.1%
COc1ccccc1Oc1c(C)oc2c(CN3CCN(C)CC3)c(O)ccc2c1=O | -1.3%
Nc1c2c(nc3ccccc13)CCCC2 | 9.1%
CCc1cc(-c2n[nH]c(C)c2-c2nc3ccccc3n2C)c(O)c(CN2CCN(C)CC2)c1O | 13.8%
CN1CCC(N(C)C(=O)c2ccccc2Nc2ccc(SC(F)F)cc2)CC1 | 1.0%
O=C(COC(=O)C12CC3CC(CC(C3)C1)C2)NCc1ccco1 | -4.7%
CCCOc1ccc(N2C(=O)CC(N3CCC(O)(c4cccc(C(F)(F)F)c4)CC3)C2=O)cc1 (stereo not given) | 9.4%
CCOC(=O)C1CCN(CC(=O)c2c(C)[nH]c3ccccc23)CC1 | -2.7%
COc1cc2nc(C3CCC3)n(NC(=O)C3CCC(OC)CC3)c(=O)c2cc1OC (stereo not given) | 11.8%
C=CCn1c(=O)c2c(C)c(C)sc2n2c(Nc3ccccc3)nnc12 | -4.6%
OC(CN1CCOCC1)Cn1c(-c2cccc(Cl)c2)nc2ccccc21 (stereo not given) | 0.3%
CCc1nc2oc3ccccc3c(=O)c2c(=O)n1CCOC | -1.3%
Cc1noc(C)c1COC(=O)Cc1ccc(Cl)cc1 | -3.1%
CCN1CCN(CNC(=O)c2cnccn2)CC1 | 0.4%
O=C(Oc1nsnc1N1CCOCC1)N(c1ccccc1)c1ccccc1 | -4.1%
CCC(C)n1c(SCC(=O)NC(=O)Nc2ccc3c(c2)OCCO3)nc2ccccc2c1=O (stereo not given) | -5.0%
Cc1nn(S(=O)(=O)N(C)C)c(C)c1CN1C(=O)c2ccccc2C1=O | -5.2%
O=C(NCc1ccco1)C1CCN(C(=O)c2cc3sccc3n2Cc2ccc(F)cc2)CC1 | -5.0%
CCOC(=O)c1ccc(NC(=O)CSc2nnc(-c3ccncc3)n2C)cc1 | -6.3%
COc1ccc([C@@H](C)c2cc3c(cc2O)OCO3)cc1 | -7.7%[5.75 µM]
COC(=O)c1ccccc1NC(=O)CC(NCc1ccccc1)C(=O)O (stereo not given) | -5.5%
Cc1cc2nc(C)c(Cc3ccccc3)c(=O)n2[nH]1 | -4.0%
COc1ccc(OCCSc2nnc(-c3ccoc3C)n2C)cc1 | 13.5%
COc1ccc(-c2cc(NCCc3ccncc3)n3ncnc3n2)cc1 | 14.8%
N#CCCn1c(Cl)nc2ccccc21 | 13.7%
Cc1ccnc(NS(=O)(=O)c2ccc(N)cc2)n1 | -0.9%[12.8 µM]
C[C@]1(C(=O)NCCc2c[nH]c3ccccc23)C=C[C@@H](Cc2ccccc2)N1C(=O)c1ccccc1 | 12.7%
CC(C)C[C@@H](CC(=O)N[C@@H](CCCN)CC(=O)N[C@@H]1CCNC[C@H]1C(=O)N[C@H](CC(=O)N[C@@H](CCC(=O)O)CC(=O)O)CC(C)C)NC(=O)[C@@H]1CCCC[C@H]1N | -5.9%
O=C1CC(Cc2ccccc2)C(=O)N1CCCn1ccnc1 (stereo not given) | -0.3%
O=C(CCCn1c(=S)[nH]c2cc3c(cc2c1=O)OCO3)N1CCN(c2ccccc2)CC1 | -1.1%
CN(C)CCCN=C(N)N | -2.8%[5.75 µM]
CC(=O)Nc1ccc(C(=O)N2CCN(C(=O)c3ccco3)CC2)cc1 | -1.2%

(next part)
Structure | AmpC inh det
COc1ccc(-c2nnc(Nc3nc4c(OC)cccc4s3)o2)cc1 | -2.5%
COC(=O)c1ccc(Cl)c(NC(=O)CN(c2ccc3c(c2)OCO3)S(C)(=O)=O)c1 | -1.5%
CCc1cccc2c(C#N)cn(CC(=O)N3CCOCC3)c12 | 0.4%
O=C(N/N=C\c1ccc2c(c1)CCC2)c1ccccc1O | -2.3%[5.75 µM]
C=CC(=O)OCCOCCOC(=O)C=C | 11.5%
CS(=O)(=O)N(CC(=O)Nc1ccc2c(c1)OCO2)c1ccccc1 | -4.7%
O=C(O)c1ccc(COc2c(F)c(F)cc(F)c2F)o1 | -0.3%
CCCCOC(=O)C1CCCC(C(=O)OCCCC)N1 (stereo not given) | 0.4%
O=C(c1cccs1)N1CCc2ccccc21 | -2.1%
CCOc1ccc(Cc2nc(C)c(CC(=O)N3CCOCC3)c(=O)[nH]2)cc1 | 5.6%
Cc1nc2ccccc2c2oc(C(=O)NCC3CCCO3)cc12 (stereo not given) | -8.1%
CCOc1ccc(C2c3c(oc4cc(C)c(C)cc4c3=O)C(=O)N2CCCN2CCOCC2)cc1 (stereo not given) | 7.8%
O=C(CSc1nc(-c2ccccc2)cs1)N1CCN(C(=O)c2ccco2)CC1 | -5.2%
CCC(=O)Nc1ccc2c(c1)nc(CCN1CCN(C)CC1)n2C | -3.7%
CCn1c(=O)n(CC(=O)NC2CCCC(C)C2C)c(=O)c2ccccc21 (stereo not given) | 8.9%
O=C(O)[C@H](CCc1ccccn1)c1ccccc1 | -2.5%[5.75 µM]
O=C(CN1C(=O)NC2(CCCC2)C1=O)N1CCN(C(=O)c2ccco2)CC1 | -0.3%
O=C(NCc1ccco1)C(c1ccco1)N(CCc1ccccc1)C(=O)Cn1nnc2ccccc21 (stereo not given) | 10.1%
CCOc1ccc(NC(=O)Cn2nnc(-c3ccccc3NC(=O)CC)n2)cc1 | -4.2%
COc1ccc(Cl)cc1-c1n[nH]c(=S)o1 | -1.6%
N#Cc1ccc(CN2CC[C@@]3(CCCNC3)C2)cc1 | 0.7%
Cc1c(-c2ccccc2)oc2nc3c(c(=O)n(C)c(=O)n3C)n12 | 2.4%
O=C(c1ccc(Br)o1)N1CCN(c2ccc3nnc(-c4ccccc4)n3n2)CC1 | 10.4%
Cc1nnc(NC(=O)CCCCCN2C(=O)C3C4C=CC(C4)C3C2=O)s1 (stereo not given) | 7.5%
CSc1nc(C)cc(-n2ccc(=O)[nH]c2=O)n1 | 5.0%
Cc1cc2oc(=O)cc(CN3CCN(Cc4ccc5c(c4)OCO5)CC3)c2cc1C | 2.5%
O=S(=O)(c1ccccc1)N1CCC2(CCCN(Cc3cc(C(F)(F)F)cc(C(F)(F)F)c3)C2)CC1 | 0.5%
COc1ccc(Cc2nn3c(-c4ccccc4OC)nnc3s2)cc1 | -5.4%
Cc1ccc(Cc2nc(-c3cccc(C)c3)no2)cc1 | -3.6%
CN[C@]1(C)[C@H]2CC[C@@H](C2)C1(C)C | -3.9%[12.8 µM]
Cc1onc(-c2ccccc2)c1C(=O)Nc1sc2c(c1C#N)CCC(C)C2 (stereo not given) | 11.5%
CC(CCC(=O)O)(c1cc(Br)c(O)c(Br)c1)c1cc(Br)c(O)c(Br)c1 | 4.2%[5.75 µM]
CCOc1ccc(NS(=O)(=O)c2ccc(OCC(=O)N3CCCC3)cc2)cc1 | -1.0%
COc1cccc2c1C(=O)c1c(O)c3c(c(O)c1C2=O)C[C@@](O)(C(C)=O)C[C@@H]3O[C@H]1C[C@H](N)[C@H](O)[C@H](C)O1 | 8.6%&-2.9%
O=C1CN(C(=O)CCCc2c[nH]c3ccccc23)c2ccccc2N1 | 6.1%
O=C(c1cc(-n2cnnc2)ccc1Cl)N1CCN(c2nc(-c3ccccc3)cs2)CC1 | -6.2%
CC1=C(C)CC(C(=O)N2CCN(Cc3ccccc3)CC2)C(C(=O)O)C1 (stereo not given) | -4.7%
COC(=O)CN(n1cnnc1)S(=O)(=O)c1ccc(C)cc1 | -4.7%
O=C(O)C[C@H](Sc1ccccc1)c1ccccc1 | -5.7%[5.75 µM]
COc1ccc(C2NC(=O)c3ccccc3O2)c(OC)c1OC (stereo not given) | 0.2%
Cc1nn(C)c(C)c1S(=O)(=O)N1CCc2ccccc21 | 6.5%
CC1CCC(NC(=O)C2CCN(c3cnccn3)CC2)CC1 (stereo not given) | -0.8%
Cn1nc(CC(=O)NC2CCCCCC2)c2ccccc2c1=O | 11.4%
C=CCn1cnc2c(c1=O)c1nc3ccccc3nc1n2Cc1ccccc1 | -4.3%
COCc1cc(C)nc(Nc2ccc(C)cc2C)c1C#N | 6.0%
O=C(CCCN1CCOCC1)c1ccc2c(c1)OCCO2 | 0.3%
Cc1ccc(C)c(C(=O)CC2(O)C(=O)N(C)c3ccccc32)c1 (stereo not given) | -1.5%
CCOc1nc(N(C)C)nc(-n2nnc(C(C)=O)c2C)n1 | -2.1%
Cn1c(COc2ccccc2)nnc1SCC(=O)NCc1ccccc1 | 2.8%
N#C/C(C(=O)c1ccccc1)=C1/CCCN1 | -1.4%
CCCc1nc2oc3c(NCCN(C)C)ncnc3c2c2c1CCCC2 | 11.6%
Cc1cc(C)n(-c2nc3ccccc3[nH]c2=O)n1 | -2.7%
Cc1ccc(Cn2ccc(NC(=O)c3cc(-c4ccc(Cl)cc4)on3)n2)cc1 | 9.3%
CCN1C(=O)C2(C(C#N)=C(N)Oc3n[nH]c(C(C)C)c32)c2ccccc21 (stereo not given) | 0.0%
CCOC(=O)CSC1=NC(=O)CS1 | -2.6%
COC(=O)CCCC(=O)Nc1ccc(Cl)c(Cl)c1 | -5.1%
O=c1c2ccccc2nc2n1CCc1c-2[nH]c2ccccc12 | 0.0%
Cc1noc(C)c1S(=O)(=O)N1CCCC(C(=O)Nc2nccs2)C1 (stereo not given) | 13.1%
COC(=O)C1(c2ccccc2)NC(c2cccs2)C2C(=O)N(C)C(=O)C21 (stereo not given) | 6.8%
COc1ccc(C(=O)O)cc1F | 0.5%

Next part:
Structure | AmpC inh det
Cc1nnc(NCCc2ccccc2)[nH]c1=O | 7.1%
COC(=O)c1ccc(CN2C(=O)NC3(CCC(C)CC3)C2=O)o1 (stereo not given) | -2.4%
CCN=C(Nc1ccc2c(c1)OCO2)SC1CC(=O)N(c2ccccc2F)C1=O (stereo not given) | -2.4%
CCOC(=O)C1CCN(C(c2cccc(F)c2)c2sc3nc(C)nn3c2O)CC1 (stereo not given) | 9.1%
CCOCCCNCC(=O)N1CCN(S(=O)(=O)c2ccc(C)cc2)CC1 | -1.8%
COc1ccccc1CC1(C)NC(=O)N(CC(=O)Nc2cc(C)on2)C1=O (stereo not given) | 12.9%
COc1ccc(NC(C)=O)cc1NC(=O)CSc1nnc(-c2cccnc2)n1C | -0.7%
O=C(CSc1cccc(C(F)(F)F)c1)N1CCN(S(=O)(=O)c2ccccc2)CC1 | -4.3%

Compound activity: PubChem BioAssay, National Center for Advancing Translational Sciences (NCATS)
